TDP1 cell CPT = DT40-hTDP1 cell growth loss with CPT. 12% of 420,000 active. Potency, µM (doses to about 46.2 µM), for inactives: at the highest dose activity change, negative = growth inhibition, hits mostly inhibitors. chicken DT40 Tdp1-/-;hTDP1 cells + 20 nM CPT, ATP luminescence, 48 h; also: nearly all actives have a fitted effect of over 55% in size
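Chicken DT40 Tdp1-/- cells complemented with human TDP1, 400 cells/well, exposed to compounds plus 20 nM camptothecin for at least 48 h at 37 C; viability read as ATP content by CellTiter-Glo luminescence.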
TDP1 inh = inhibitors of human tyrosyl-DNA phosphodiesterase TDP1; Q9NUW8; recombinant TDP1, AlphaScreen DNA substrate cleavage; Potency, µM (series often up to 130 µM), for inactives: at the highest dose activity change, negative = inhibition, hits mostly inhibitors; 0.28% of 350,000 active; AID 485290; also: nearly all actives have a fitted effect of over 40% in size
Target sequence (Q9NUW8 whole entry, looked up): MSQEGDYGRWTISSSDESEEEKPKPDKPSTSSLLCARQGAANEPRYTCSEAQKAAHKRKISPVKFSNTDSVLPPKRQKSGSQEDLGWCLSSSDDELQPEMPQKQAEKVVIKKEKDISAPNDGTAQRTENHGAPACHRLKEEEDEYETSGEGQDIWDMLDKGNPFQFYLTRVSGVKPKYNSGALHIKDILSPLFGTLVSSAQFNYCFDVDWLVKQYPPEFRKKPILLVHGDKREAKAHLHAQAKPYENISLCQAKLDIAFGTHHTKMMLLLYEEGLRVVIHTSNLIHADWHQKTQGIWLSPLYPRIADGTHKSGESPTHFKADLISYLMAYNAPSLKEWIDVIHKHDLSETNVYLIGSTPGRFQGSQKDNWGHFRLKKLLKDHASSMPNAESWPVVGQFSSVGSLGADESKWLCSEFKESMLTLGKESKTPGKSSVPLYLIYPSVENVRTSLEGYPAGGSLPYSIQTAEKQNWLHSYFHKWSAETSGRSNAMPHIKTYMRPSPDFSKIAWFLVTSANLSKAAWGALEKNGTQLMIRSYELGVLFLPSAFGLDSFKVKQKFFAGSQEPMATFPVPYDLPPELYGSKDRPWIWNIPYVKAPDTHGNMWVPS
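Steps: enzyme plus compound, 15 min RT; add biotin/phosphotyrosine-FITC oligonucleotide (15 nM final), react 5 min; add donor/acceptor beads (10 ug/ml final), 10 min; read AlphaScreen. Tdp1 at 1 nM final.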
TDP1 cell noCPT = qHTS for Inhibitors of human tyrosyl-DNA phosphodiesterase 1 (TDP1): qHTS in cells in absence of CPT | 15% of 420,000 active | DT40 Tdp1-/- hTDP1 cells, no CPT, ATP luminescence, 48 h | AID 686978, 2013 | Potency, µM (doses to about 46.2 µM), inactives show at the highest dose activity change, negative = growth inhibition, hits mostly inhibitors; also: nearly all actives have a fitted effect of over 55% in size
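Chicken DT40 Tdp1-/- cells stably complemented with human TDP1 were seeded at 400 cells/well with DMSO in place of 20 nM camptothecin. After compound pinning, cells grew at least 48 hr at 37 °C; viability read by CellTiter-Glo luminescence.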
* hit, by the source's call; ? = inconclusive; · = not tested or not shown; [ ] = another dose, or the depositor's remark. Calls follow the shape of the dose curve; as a rule, active = well fitted curve in the direction sought with a large enough effect; inconclusive = small, poorly fitted or top-dose-only effect, or another doubt; inactive = no such curve, though single readings can be large; an effect the other way counts as inactive or inconclusive. % is scaled to controls: 0 for no effect and ±100 for the full control effect; potency is read from the fitted curve at half-maximal effect. Rows are unselected. About 18% of those tested had a hit in this group.

structure	TDP1 cell CPT	TDP1 inh	TDP1 cell noCPT
CCOC(=O)C1=C(COC(=O)CCOc2cccc(C)c2)NC(=O)NC1C (stereo not drawn)	?	7%[0.505 µM]	?
COc1cc(/C=N/NC(N)=S)cc(Br)c1OCc1ccccc1F	6.5µM*	3%	6.5µM*
O=C(NCc1ccncc1)Nc1cccc(Cl)c1	-7%	8%	-21%
COc1nc(N(C)C)nc(N(C)c2cc(Cl)cc(Cl)c2)n1	?	·	-9%
CCOc1cc(C#N)c(NC(=O)c2cccnc2)cc1OCC	1.3µM*	6%	1.8µM*
O=C(O)CN1C(=O)/C(=C2\C(=O)N(Cc3ccccc3Cl)c3ccccc32)SC1=S	-20%	·	-11%
Cc1[nH]n(-c2ccccc2)c(=O)c1C1(C(F)(F)F)C(=O)N(c2ccccc2)C2=C1C(=O)CC(C)(C)C2 (stereo not drawn)	0%	-1%	-4%
CCOC(=O)Cc1csc(SCc2nc3ccccc3c(=O)[nH]2)n1	?	4%	-26%
COc1cc(OC)cc(C(=O)NCC2CCCN(C(=O)c3csc(C(C)C)n3)C2)c1 (stereo not drawn)	7%	2%	-28%
O=C(CSc1nnc(-c2cccnc2)n1CCN1CCCCC1)Nc1cccc(Cl)c1	11%	4%	?
COCCNC(=O)C1CC2Cn3c(nc4cc(Cl)c(Cl)cc43)C2N1C (stereo not drawn)	-16%	6%	-8%
Cc1cccc(NC(=O)c2nc[nH]c2C(=O)N[C@H](C)c2ccccc2)c1	?	0%	?
O=C(NC1(C(=O)NC2CCCC2)CCCCC1)c1ccc2c(c1)OCO2	4%	4%	-7%
CCOC(=O)C(C)Oc1cccc2c(=O)n(CC(=O)N3CCc4ccccc43)ccc12 (stereo not drawn)	-25%	4%	-9%
COc1cccc(CN2C[C@]34C=C[C@@H](C[C@@H]3S2(=O)=O)O4)c1	-18%	·	10%
COc1ccc(-c2ccc(C#N)c(OC(=O)c3c(Cl)cccc3Cl)n2)cc1	-26%	0%	?
O=C(c1ccco1)N1CCC2(CCCN(c3ccccn3)C2)CC1	2%	·	?
Cc1c(Cl)cccc1NC(=O)CSc1nc(=O)[nH]c2c1CCCC2	21µM*	0%	21µM*
Cc1cccc(/C=N/NC(=O)c2cc(Br)ccc2OCc2ccccc2)n1	?	·	23µM*
O=C(O)c1ccccc1C(=O)OC1CC2CCC1C2 (stereo not drawn)	1%	·	-7%
CCCCN1CCC(CN2C(=O)C(=O)NC[C@@H]2Cc2ccccc2)CC1	-22%	·	-4%
Nc1ccc(C(=O)OCc2nc3ccccc3s2)cc1	3%	3%	1%
O=C(Cn1ccc2cc(S(=O)(=O)N3CCCCCC3)ccc21)NCc1ccccc1Cl	?	11%	?
CCc1nc2ccc(C(=O)N3CCNC(=O)C3)cn2c1N(C)CCC(C)C	-8%	·	-25%
CSc1nc(C)cc(/C=C\c2ccccc2)c1C#N	-10%	-3%	-4%
C=C1C(C(=O)N2CCN(C)CC2)C1C(=O)N1CCN(C)CC1 (stereo not drawn)	-6%	0%	-11%
O=C1C2C3CC(C(Br)C3Br)C2C(=O)N1c1nccs1 (stereo not drawn)	-5%	·	2%
Cc1ccc(OCC(=O)N2CCC(C)CC2)c([N+](=O)[O-])n1	-8%	-1%	0%
O=S(=O)(Nc1ccc2oc(-c3ccccc3)nc2c1)c1ccccc1	-28%	2%	-13%
CC(=O)NCCCc1c[nH]c2ccc(Cl)cc12	-1%	10%	-2%
O=S(=O)(NC1CCCC1)c1ccc(S(=O)(=O)NC2CCCC2)cc1	?	1%	-27%
CCN1C[C@@H]2[C@@H]3C(=O)N(Cc4ccccc4)C(=O)[C@@H]3[C@](Cc3ccccc3)(C1=O)N2C(=O)c1ccc(Cl)c(Cl)c1	?	·	?
OCCCn1c(C(CO)Nc2nc(-c3ccc(Cl)cc3)cs2)nc2ccccc21 (stereo not drawn)	?	·	16µM*
CCOC(=O)C1=C(O)/C(=C/c2cn(CC(=O)NCC3CCCO3)c3ccccc23)SC1=Nc1ccc(C)cc1 (stereo not drawn)	-27%	·	?
O=C(NC1=NCCS1)c1sc2cc(Cl)cc(Cl)c2c1Cl	?	2%	?
CC(C)CN(C(=O)COC(=O)CNC(=O)c1ccccc1F)C1CCS(=O)(=O)C1 (stereo not drawn)	-4%	-3%	-6%
Cc1ccc(C(=O)Nc2ccc(Cl)cn2)cc1S(=O)(=O)N1CCOCC1	-7%	9%	-18%
Cn1cnc2c(=O)oc3ccc(S(=O)(=O)N4CCN(c5ccccc5F)CC4)cc3c21	-9%	-6%	-23%
O=C(Cc1c[nH]c2ccccc12)N1CCC(n2c(C3CCCO3)nc3cc(C(F)(F)F)ccc32)CC1 (stereo not drawn)	?	·	?
COc1ccc(-n2ccnc2CN2CCCC(CO)(Cc3cccc(OC)c3)C2)cc1 (stereo not drawn)	?	·	26µM*
COC(=O)C1CC(=O)N(Cc2ccccc2)C1 (stereo not drawn)	-4%	3%	-7%
CC1(C)[C@@H](O)CC[C@]2(C)C3C(=O)C=C4C5C[C@@](C)(C(=O)O)CC[C@]5(C)CC[C@@]4(C)[C@]3(C)CC[C@@H]12 (stereo partly drawn)	5%	16%[56.1 µM]	-7%
Cc1cc(-c2nnc(SCC(=O)Nc3nc(-c4ccccc4)cs3)o2)no1	15µM*	·	?
Cc1nc(-c2coc3cc(OCC(=O)O)ccc3c2=O)cs1	?	4%	?
CCCCCNC(=O)C(=O)C1C(=O)Nc2ccccc21 (stereo not drawn)	-20%	1%	10%
CSc1nsc(SCC(=O)Nc2ccc(F)cc2)n1	?	·	?
OCC1(CCc2ccccc2)CCN(Cc2ccc3nsnc3c2)CC1	-1%	6%	-30%
COc1ccc(S(=O)(=O)Nc2ccccc2C(=O)N2CCOCC2)cc1Cl	1%	3%	16%
O=C1COc2ccc(C(=O)c3ccccc3C(=O)NCc3ccco3)cc2N1	-25%	0%	-23%
CCOc1ccc(S(=O)(=O)Nc2ccc(C(=O)N3CC(C)OC(C)C3)cc2)cc1 (stereo not drawn)	?	·	-22%

Next section:
structure	TDP1 cell CPT	TDP1 inh	TDP1 cell noCPT
CCNC(=O)C1(C)CCN(Cc2ccc(C(=O)OCC)o2)C1 (stereo not drawn)	-13%	·	-13%
S=C(Nc1ccc2cn[nH]c2c1)Nc1ccc(Cl)cc1Cl	5%	5%	?
CCCCn1c(Cc2ccccc2)nnc1SCC(=O)Nc1cc(C)on1	-17%	2%	-11%
Cc1cc(C)cc(NC(=S)NC2CC3CCCC(C2)N3C2CCCC2)c1 (stereo not drawn)	?	7%	-10%
O=C(c1ccc(-c2ccccc2)cc1)N1CCN(c2ccccn2)CC1	-12%	4%	-3%
Cc1ccc(SCC(=O)NNC(=O)C2CCCCC2)cc1	?	2%	-25%
CC(=O)c1cccc(NC(=O)NC(C)c2ccc3c(c2)OCO3)c1 (stereo not drawn)	-1%	5%	8%
CCOc1cc2[nH]c(=O)n(CCCCCC(=O)NC(C)CC)c(=O)c2cc1OCC (stereo not drawn)	?	3%	?
CCOc1ccc(-c2ccc(C=O)o2)c([N+](=O)[O-])c1	?	5%	?
COc1ccc2ccccc2c1C1NC(=O)c2ccccc2N1 (stereo not drawn)	2.6µM*	·	3.7µM*
CCN(Cc1ccccc1)C(=O)CCc1nc(-c2ccc(C)cc2)no1	29µM*	-6%	23µM*
CC(=O)C1=C(O)C(=O)N(Cc2cccnc2)C1c1ccccc1Cl (stereo not drawn)	14%	4%	-9%
O=S(=O)(Nc1cc(Cl)ccc1-n1cncn1)c1ccc(F)cc1	?	4%	?
COc1cccc(Cn2c(CNC(=O)C(C)C)nc3cccnc32)c1	-10%	0%	13%
N#Cc1ccc(Oc2ncccn2)cc1	-18%	·	-8%
CC1=NOC(=O)/C1=C\c1ccc(-c2ccc(Br)cc2)o1	13µM*	-7%	12µM*
O=C(CSc1nc2cc(C(=O)O)ccc2c(=O)n1-c1ccc(F)cc1)Nc1ccc(F)c(F)c1F	-10%	·	-25%
CC(OC(=O)Cc1ccc(F)cc1)C(=O)NCc1ccc2c(c1)OCO2 (stereo not drawn)	-3%	3%	-13%
CN(CC(=O)Nc1ccc(F)c(F)c1F)C(=O)c1nn(Cc2ccccc2)c(=O)c2ccccc12	0%	-1%	?
CCCCc1cc(=O)oc2c(C)c(OCC(=O)NCc3ccccn3)ccc12	-18%	3%	-41%
O=C(NCCC(=O)N1CCN(c2ccc(F)cc2)CC1)c1ccco1	-10%	·	-27%
CNC(=O)NC(=O)COC(=O)c1n[nH]c2ccccc12	2%	0%	2%
CC(=O)OC1=CN(Cc2ccccc2)S(=O)(=O)c2ccccc21	-3%	2%	-8%
COc1ccc(NC(=O)COC(=O)CCCc2c[nH]c3ccccc23)cc1OC	4%	4%	-7%
COc1ccc(Cl)cc1Cn1c(C)c(C(=O)NCc2ccc(C#N)cc2)sc1=O	23µM*	·	18µM*

A portion taken from the entries so far, for reference:
structure	TDP1 cell CPT	TDP1 inh	TDP1 cell noCPT
O=C(NCCC(=O)N1CCN(c2ccc(F)cc2)CC1)c1ccco1	-10%	·	-27%
CNC(=O)NC(=O)COC(=O)c1n[nH]c2ccccc12	2%	0%	2%
CC(=O)OC1=CN(Cc2ccccc2)S(=O)(=O)c2ccccc21	-3%	2%	-8%
COc1ccc(NC(=O)COC(=O)CCCc2c[nH]c3ccccc23)cc1OC	4%	4%	-7%
COc1ccc(Cl)cc1Cn1c(C)c(C(=O)NCc2ccc(C#N)cc2)sc1=O	23µM*	·	18µM*

As entered above.
Result of COc1cccc(CN2C[C@]34C=C[C@@H](C[C@@H]3S2(=O)=O)O4)c1 in TDP1 cell noCPT: 10%
Result of O=C1COc2ccc(C(=O)c3ccccc3C(=O)NCc3ccco3)cc2N1 in TDP1 inh: 0%
Result of CCOC(=O)C1=C(COC(=O)CCOc2cccc(C)c2)NC(=O)NC1C (stereo not drawn) in TDP1 inh: 7%[0.505 µM]
Result of CCNC(=O)C1(C)CCN(Cc2ccc(C(=O)OCC)o2)C1 (stereo not drawn) in TDP1 cell noCPT: -13%

Other results:
structure	TDP1 cell CPT	TDP1 inh	TDP1 cell noCPT
Cc1oc2ccc(O)c(CN(C)Cc3ccccc3)c2c1C(=O)Nc1cccc(Cl)c1C	6.5µM*	1%	6.5µM*
COc1ccc(NC(=O)CN(C)C(=O)c2ccc(S(=O)(=O)Nc3ccccc3C)cc2)cc1	-19%	4%	?
O=C(Nc1ccc(NC(=O)c2cc3ccccc3o2)cc1)c1ccccc1	-27%	-4%[12.3 µM]	-25%
Cc1ccc(C(=O)CSc2nc(C(C)C)nc3ccccc23)cc1	4%	9%	0%
Cc1nc2ccccc2c(C)c1CC(=O)OC(C)C(=O)NC1(C#N)CCCCC1 (stereo not drawn)	-4%	-3%	-13%
COc1ccc(C)cc1NC(=O)c1ccc(NS(=O)(=O)c2cccs2)cc1	10%	7%	-2%
CCOC(=O)CN1C(=N)N(c2nc(NC(C)C)nc(NC(C)C)n2)CC1=O	-11%	0%	-8%
O=C(CN1CCN(Cc2cccc(F)c2)CC1)Nc1ccccc1F	-3%	·	?
O=C(N/N=C/c1cc2c(cc1Br)OCO2)C1COc2ccccc2O1 (stereo not drawn)	-12%	2%	-18%
Cc1ccccc1-n1c(O)cc(=O)[nH]c1=S	5%	3%	22%
CCC1(C2CCN(C(=O)c3cc4ccccc4o3)CC2)NC(=O)N(CCc2scnc2C)C1=O (stereo not drawn)	13%[9.04 µM]	·	?
CC(C)COC(=O)N1CC(O)CC1C(=O)O (stereo not drawn)	-6%	6%	-3%
CCCN1CC=C2C(C#N)=C(N)C(C#N)(C#N)C(c3cccc(OC)c3OC)C2C1 (stereo not drawn)	?	2%	?
O=C(CCn1c(=O)sc2ccccc21)NC1=NCCS1	3%	3%	-9%
NC(=O)c1cc([N+](=O)[O-])ccc1NCc1ccc(N)cc1	?	5%	?
